# hIAP activ = human IAP activators, primary screen, biochemical, luminescence, uHTS; Intestinal-type alkaline phosphatase (Homo sapiens), P09923; purified human IAP, CDP-Star luminescence, 30 min; active compounds read high; 1 = vehicle-only enzyme, 0 = enzyme-free background; activation factor at 10 µM; actives 0.16% (n = 330,000);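 active = activation factor of the enzyme at least 2-fold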; note: the source names both 10 and 20 µM as test concentration; values of inactives mirror those of a sister screen read the other way
# mIAP act = activators of mouse IAP, primary screen, biochemical, luminescence, uHTS. intestinal alkaline phosphatase [Mus musculus]. muIAP, CDP-Star luminescence, 30 min; active compounds read high; 1 = vehicle-only enzyme signal, 0 = enzyme-free wells. activation factor at 10 µM. actives 0.24% (n = 330,000). AID 2805, 2010;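 active = activation factor of at least 2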; note: the source names both 10 and 20 µM as test concentration; values of inactives mirror those of a sister screen read the other way
#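 Assay system: mouse IAP enzyme; reagent: chemiluminescent substrate CDP-Star; dosing: test compounds delivered from DMSO solution; schedule: 30 min at room temperature; measured by: luminescence from enzymatic CDP-Star hydrolysis; controls: DMSO-only wells and no-enzyme negative control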
# NALP3 yeast inh = NALP3 inflammasome inhibitors in reconstituted yeast, primary screen, luminescence, uHTS; Yeast reconstituted NLRP3/ASC/caspase-1, beta-gal luminescence, 24 h; inhibition, % at 10 µM; actives 0.39% (n = 330,000);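 active = inhibition of 50% or more; inactive = inhibition below 50%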;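 note: plate controls were induced DMSO wells for no effect and uninduced yeast grown without galactose for full effect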
# TIM10 inh = growth inhibitors of isogenic TIM10 control yeast, primary screen, counter-screen for tim10-1 yeast inhibitor project, luminescence, uHTS. actives 1.4% (n = 330,000). S. cerevisiae TIM10 strain growth, BacTiter-Glo luminescence, 24 h. inhibition, % at 10 µM;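 active = inhibition of 40% or more at the single tested concentration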;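 note: wild-type TIM10 isogenic control strain grown at permissive 25 °C; 0% = DMSO yeast wells and 100% = minimal medium wells without yeast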
# Apaf-1 inh = inhibitors of human Apaf-1 apoptosome, primary screen, biochemical, DEVD-Rh110 fluorescence, uHTS. Apoptotic protease-activating factor 1 (Homo sapiens), O14727. reconstituted apoptosome caspase-3 activity. inhibition, % at 20 µM. actives 0.71% (n = 330,000); active = inhibition of at least 40% at 20 µM;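 note: plate controls were DMSO wells for no effect and DEVD-CHO caspase inhibitor wells for full effect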
# Target sequence (O14727 whole entry, looked up): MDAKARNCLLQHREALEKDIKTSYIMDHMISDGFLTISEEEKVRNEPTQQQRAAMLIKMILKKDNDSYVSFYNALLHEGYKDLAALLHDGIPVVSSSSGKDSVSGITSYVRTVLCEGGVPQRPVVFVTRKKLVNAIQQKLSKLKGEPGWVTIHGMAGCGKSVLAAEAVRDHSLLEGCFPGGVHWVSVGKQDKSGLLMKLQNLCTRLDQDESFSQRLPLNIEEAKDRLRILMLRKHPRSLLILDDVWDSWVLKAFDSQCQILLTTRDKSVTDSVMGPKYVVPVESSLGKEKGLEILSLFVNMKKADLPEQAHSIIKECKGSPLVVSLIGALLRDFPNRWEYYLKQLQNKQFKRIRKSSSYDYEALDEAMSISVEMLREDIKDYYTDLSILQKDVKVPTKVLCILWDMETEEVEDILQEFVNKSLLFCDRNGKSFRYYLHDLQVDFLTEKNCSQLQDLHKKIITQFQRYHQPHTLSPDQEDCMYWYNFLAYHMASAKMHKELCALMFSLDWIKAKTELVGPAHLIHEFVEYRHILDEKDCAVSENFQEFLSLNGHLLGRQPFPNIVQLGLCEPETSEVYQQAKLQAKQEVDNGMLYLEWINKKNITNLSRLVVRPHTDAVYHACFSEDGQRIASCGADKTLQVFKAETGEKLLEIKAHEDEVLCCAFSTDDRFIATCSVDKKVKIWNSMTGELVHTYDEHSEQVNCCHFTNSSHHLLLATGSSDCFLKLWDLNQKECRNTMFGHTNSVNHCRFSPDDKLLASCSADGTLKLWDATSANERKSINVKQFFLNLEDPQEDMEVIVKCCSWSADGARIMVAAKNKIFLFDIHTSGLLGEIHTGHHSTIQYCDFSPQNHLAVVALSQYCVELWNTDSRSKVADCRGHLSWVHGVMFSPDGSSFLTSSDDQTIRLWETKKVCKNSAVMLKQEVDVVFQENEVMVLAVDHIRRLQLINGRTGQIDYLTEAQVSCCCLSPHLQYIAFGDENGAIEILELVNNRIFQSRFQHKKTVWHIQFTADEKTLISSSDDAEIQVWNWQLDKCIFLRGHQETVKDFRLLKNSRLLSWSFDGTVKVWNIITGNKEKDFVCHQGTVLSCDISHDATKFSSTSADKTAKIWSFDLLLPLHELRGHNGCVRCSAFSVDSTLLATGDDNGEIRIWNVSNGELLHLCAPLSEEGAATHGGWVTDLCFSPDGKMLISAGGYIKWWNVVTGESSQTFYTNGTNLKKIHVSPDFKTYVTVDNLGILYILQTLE
#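 Material: reconstituted apoptosome with Apaf-1, cytochrome c, caspase-9, procaspase-3, dATP / Buffer or medium: pH 7.5 Hepes buffer with CHAPS, BSA, DTT / Also added: cytochrome c with DEVD-Rh110 / Schedule: compound with Apaf-1, dATP, procaspase-3 30 min, then 50 min reaction, room temperature / Technique: rhodamine 110 fluorescence at Ex 480/Em 540 nm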
# hIAP inh = human IAP inhibitors, primary screen, biochemical, luminescence, uHTS | Intestinal-type alkaline phosphatase (Homo sapiens), P09923 | purified IAP, CDP-Star luminescence, 30 min | inhibition, % at 10 µM | actives 0.12% (n = 330,000);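 active = inhibition reaching a set limit with compound at 10 µM in the primary screen, cut at about 35% in these data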;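 note: plate controls were DMSO wells with enzyme for no effect and no-enzyme buffer wells for full effect; values of inactives mirror those of a sister screen read the other way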
# mIAP inh = inhibitors of mouse IAP, primary screen, biochemical, luminescence, uHTS; intestinal alkaline phosphatase [Mus musculus]; purified mouse IAP, CDP-Star luminescence, 30 min; inhibition, % at 10 µM; actives 0.2% (n = 330,000); AID 2806, 2010;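 active = inhibition of at least 40% at 10 µM in the primary screen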;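 note: plate controls were DMSO with enzyme for no effect and no enzyme wells for full effect; values of inactives mirror those of a sister screen read the other way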
# tim10-1 inh = growth inhibitors of tim10-1 mutant yeast, primary screen, luminescence, uHTS | AID 463190, 2010 | inhibition, % at 20 µM | S. cerevisiae tim10-1 ts strain growth, BacTiter-Glo, 24 h | actives 2.2% (n = 330,000);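 active = inhibition of at least 40%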;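 note: mutant grown at 25 °C; 0% = DMSO wells with yeast and 100% = wells holding no yeast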
# ATG4B inhibitor = ATG4B protease inhibitors, primary screen, biochemical, fluorescence, uHTS | Cysteine protease ATG4B (Homo sapiens), Q9Y4P1 | ATG4B cleavage of LC3-PLA2, NBD-HPC fluorescence, 1 h | inhibition, % at 8.33 µM | actives 0.51% (n = 340,000) | AID 504462, 2011; in the data active = inhibition above about 40%
# The depositor's hits bear a star; . = no result given.
SMILES,hIAP activ,mIAP act,NALP3 yeast inh,TIM10 inh,Apaf-1 inh,hIAP inh,mIAP inh,tim10-1 inh,ATG4B inhibitor
O=C(CN1CCN(S(=O)(=O)c2ccccc2[N+](=O)[O-])CC1)NC(=O)NCc1ccco1,1,0.99,15,-7,-4,-1,1,-2,-8
CCN(C(=O)c1c(C)cc(=O)oc1C)c1ccc2c(c1)OCO2,0.86,0.98,-6,1,6,14,2,11,-6
Cn1c(SCC(=O)Nc2ccc3c(c2)n(C)c(=O)n3C)nnc1-c1ccncc1,1,1.1,-7,-15,6,-2,-5,8,9
C/C(Cl)=C\COc1cc(C)nc2c(Br)cccc12,0.79,0.94,37,12,7,22,6,30,-6
CN1CCCN(S(=O)(=O)c2cccc(C(F)(F)F)c2)c2nc3ccccc3nc21,0.94,1.1,13,10,9,6,-6,20,-49
Cc1c(C(c2ccc([N+](=O)[O-])cc2)c2c(C)n(C)n(-c3ccccc3)c2=O)c(=O)n(-c2ccccc2)n1C,0.97,1,11,9,7,3,0,10,1
O=C(COc1ccc([N+](=O)[O-])cc1Cl)NCCc1ccccc1,0.98,0.95,37,1,2,2,5,-8,2
CCCOc1ccc(C(=O)CCC(=O)OCC(=O)N(C)c2c(N)n(Cc3ccccc3)c(=O)[nH]c2=O)cc1,0.96,0.93,7,14,-3,4,7,5,1
Cc1ccc(NS(=O)(=O)c2ccc(C(C)(C)C)cc2)cn1,0.74,0.98,0,15,-5,26,2,12,-6
CCOc1ccc(OCC(=O)Nc2ccc(S(N)(=O)=O)cc2)cc1,0.83,1,4,13,4,17,-4,3,5
CCCNC(=O)COc1ccccc1[N+](=O)[O-],0.88,1,10,10,-14,12,-1,6,5
CCOc1ccc(S(=O)(=O)Nc2nc3ccc(OC)cc3s2)cc1,1.2,1,17,-11,6,-18,-4,-16,-2

# Next section; it opens with the 6 that closed the last part.
SMILES,hIAP activ,mIAP act,NALP3 yeast inh,TIM10 inh,Apaf-1 inh,hIAP inh,mIAP inh,tim10-1 inh,ATG4B inhibitor
O=C(COc1ccc([N+](=O)[O-])cc1Cl)NCCc1ccccc1,0.98,0.95,37,1,2,2,5,-8,2
CCCOc1ccc(C(=O)CCC(=O)OCC(=O)N(C)c2c(N)n(Cc3ccccc3)c(=O)[nH]c2=O)cc1,0.96,0.93,7,14,-3,4,7,5,1
Cc1ccc(NS(=O)(=O)c2ccc(C(C)(C)C)cc2)cn1,0.74,0.98,0,15,-5,26,2,12,-6
CCOc1ccc(OCC(=O)Nc2ccc(S(N)(=O)=O)cc2)cc1,0.83,1,4,13,4,17,-4,3,5
CCCNC(=O)COc1ccccc1[N+](=O)[O-],0.88,1,10,10,-14,12,-1,6,5
CCOc1ccc(S(=O)(=O)Nc2nc3ccc(OC)cc3s2)cc1,1.2,1,17,-11,6,-18,-4,-16,-2
O=C(c1cc(-c2ccccc2Cl)on1)N1CCCC1,1.1,0.97,37,15,7,-14,3,-8,9
COc1ccc(/C=C2/SC(=O)N(CCC(=O)Nc3ccc(S(=O)(=O)Nc4nccs4)cc3)C2=O)cc1,1,1.1,6,-29,13,-2,-8,-8,-6
CC(=O)N1CCc2cc(S(=O)(=O)NCc3ccc(C)cc3)ccc21,0.87,0.94,2,1,0,13,6,17,-3
CCSc1nc2c(c(=O)[nH]c(=O)n2C)n1Cc1ccc(Cl)cc1,1.1,1.1,3,-15,24,-10,-13,2,-1
CCn1c(=O)c(=O)[nH]c2c(=O)oc3ccc(S(=O)(=O)Nc4ccc(OC)cc4)cc3c21,1.1,0.97,3,-11,8,-15,3,13,-4
CCOc1ccc2nc(NC(=O)/C=C/c3ccc4c(c3)OCO4)sc2c1,1,1.1,2,-29,7,-2,-12,-4,0
CN1CCN(CC(=O)Nc2ccc(OCc3ccccc3)cc2)CC1,0.94,0.99,28,-12,8,6,1,3,.
Cc1cc(OCC(=O)Nc2sc3c(c2C#N)CC(C)(C)NC3(C)C)c(C(C)C)cc1Cl,0.93,0.98,26,18,23,7,2,47*,-3
O=C(Nc1cccnc1)c1ccc(N2CCCC2)c([N+](=O)[O-])c1,1,0.94,21,10,1,0,6,-3,-14
COC(=O)N1[C@H](C)C=C[C@]1(Cc1ccccc1)C(=O)OC,0.96,0.96,13,10,-3,4,4,9,-10
COc1ccc(-c2coc3cc(O[C@@H]4O[C@H](CO)[C@@H](O)[C@H](O)[C@H]4O)ccc3c2=O)cc1,0.9,0.91,12,-1,-8,10,9,-5,0
N#C/C(=C\c1ccccc1C(=O)O)c1nc2ccccc2[nH]1,0.87,0.94,15,12,4,13,6,-13,6

# A few values from above:
# mIAP inh result of `CCn1c(=O)c(=O)[nH]c2c(=O)oc3ccc(S(=O)(=O)Nc4ccc(OC)cc4)cc3c21` stands at 3
# tim10-1 inh result of `CC(=O)N1CCc2cc(S(=O)(=O)NCc3ccc(C)cc3)ccc21` stands at 17

# Additional compounds follow:
SMILES,hIAP activ,mIAP act,NALP3 yeast inh,TIM10 inh,Apaf-1 inh,hIAP inh,mIAP inh,tim10-1 inh,ATG4B inhibitor
C=C(C)C1CC=C(C)/C(=N/NC(=O)C2CC2c2ccccc2)C1 (centres undefined),0.95,1.2,-5,-9,8,5,-17,-9,-1
CC(C)CC(NC(=O)OC(C)(C)C)C(=O)O (centres undefined),1.3,1.2,-14,-8,-5,-26,-16,1,-4
O=C(C1CCCO1)N1CCN(C(=S)Nc2ccc(F)c(Cl)c2)CC1 (centres undefined),0.98,1.1,18,8,-10,2,-6,8,-3
CCn1c(=O)n(-c2ccc(Cl)cc2)c(=O)c2c3c(sc21)COC(C)(C)C3,1.1,0.88,6,13,3,-9,12,15,2
Cc1cc2cc(C)c3nnc(SCC(=O)NCc4ccc5c(c4)OCO5)n3c2cc1C,0.98,1.1,-12,25,19,2,-12,29,-5
O=C(CN1CCCCCC1)Nc1cccc(Br)c1,1,1,8,0,-3,-4,0,10,-9
Cc1cc(C)nc(SC2CC(=O)N(c3ccc(Cl)cc3)C2=O)n1 (centres undefined),1.1,1,-5,8,3,-9,-3,19,3
CCOc1ccc(NC(=O)c2cc(S(=O)(=O)N3CCCCC3)c[nH]2)cc1,1.1,0.93,13,-1,16,-14,7,-23,-17
CCNC(=O)CNC(=O)c1nn(Cc2ccccc2)c(=O)c2ccccc12,1,0.9,15,7,-5,-2,10,-12,-14
Cc1cccc(C)c1NC(=O)CNC(=O)Cn1nc(C)c(C)c(C#N)c1=O,0.98,0.96,-1,-2,0,2,4,-18,5
CC(C)CN(C(=O)COC(=O)Cc1ccc(Cl)cc1)c1c(N)n(Cc2ccccc2)c(=O)[nH]c1=O,1.1,0.99,10,12,2,-5,1,6,0
CCOc1ccc(NC(=O)N2CCc3ccccc3C2)cc1,1.1,0.96,23,3,8,-11,4,-2,4
C/C=C/C=C/C(=O)[C@@H]1[C@@H]([C@]2(C)OC(=O)C(C)=C2O)[C@H]2/C(=C(O)/C=C/C=C/C)C(=O)[C@]1(C)C(=O)C2(C)O (some centres undefined),0.86,0.8,8,5,-2,14,20,5,-17
C#CC[N+]1(CC#Cc2ccccc2)CCCCC1,0.86,1,11,4,3,14,-4,7,8
O=C(CNCc1ccc(F)cc1)Nc1ccccc1-c1ccccc1,1.1,0.99,-3,5,11,-7,1,16,35
COc1cc(C)c(S(=O)(=O)NOCc2ccccc2)c(C)c1C,0.94,1,36,-3,22,6,-4,7,12
COc1ccccc1Nc1nc(Cl)nc(NC(C)(C)C)n1,1.1,1,-29,42*,6,-7,-3,33,-1
CSc1nc2nc3c(cc2c(=O)n1-c1ccccc1)COC(C)(C)C3,0.84,1,-1,10,1,16,0,19,-1
CCC(C)c1c(O)nc(SCC(=O)N2CCOCC2)[nH]c1=O (centres undefined),1.2,1.1,6,19,2,-20,-8,1,4
CCC(C(=O)Nc1ccccc1Cl)n1nc(C)c2c(C)n(-c3ccccc3)nc2c1=O (centres undefined),1,0.97,-7,-1,12,-4,2,39,8
COCC1CCN(C(=O)c2cc(COc3ccc(OC)c4ccccc34)on2)C1 (centres undefined),1,1,17,-2,28,-4,-2,13,-4
CCOC(=O)c1ccc(N/C=C2\CCCCC2=O)cc1,0.84,0.99,23,-10,8,16,1,0,-9
COc1ccc(-c2c(O)c(C#N)c(-c3ccccc3)n(-c3ccc(OC)cc3)c2=O)cc1,0.99,0.97,10,4,-10,1,3,12,-1
CCN1CCN(CC(=O)N2N=C(c3ccc(OC)cc3)CC2c2ccc(OC)cc2)C(=O)C1=O (centres undefined),1,1,-4,-8,-7,-1,-4,8,-6
Oc1ccc(N2CCN(C(c3ccncc3)c3nnnn3C3CCCC3)CC2)cc1 (centres undefined),0.9,1.1,-2,-10,-14,10,-8,-8,-14
Cc1c(C(=O)OCC(=O)NC(=O)NC2CCCCC2)cccc1[N+](=O)[O-],0.99,0.79,5,3,15,1,21,-6,-14
COc1ccc2nc(C)cc(SCC(=O)Nc3c(C)cc(C)cc3C)c2c1,1.1,1.1,16,7,-18,-8,-6,12,2
Cc1ccc2nc3c(cc2c1)c(NC(=O)c1cccnc1)nn3C,1.1,1,23,19,-2,-15,0,36,4
CCOc1ccccc1NC(=O)NNC(=O)CCc1ccc(OC)cc1,1.1,1,17,5,3,-14,0,-4,-6
C[C@H](CO)N1C[C@H](C)[C@@H](CN(C)C(=O)Nc2ccccc2)Oc2c(NS(=O)(=O)c3cccs3)cccc2C1=O,1.2,1.1,5,1,2,-17,-7,4,-16
Cc1ccc(CN2CCN(/N=C/c3ccccc3)CC2)cc1,1,1,24,3,-5,-2,-1,9,5

# Reformatted with two lines to a compound: entries from further up
# Results follow in this order: hIAP activ	mIAP act	NALP3 yeast inh	TIM10 inh	Apaf-1 inh	hIAP inh	mIAP inh	tim10-1 inh	ATG4B inhibitor
> Cc1ccc2nc3c(cc2c1)c(NC(=O)c1cccnc1)nn3C
  1.1	1	23	19	-2	-15	0	36	4
> Cc1ccc(CN2CCN(/N=C/c3ccccc3)CC2)cc1
  1	1	24	3	-5	-2	-1	9	5
> Oc1ccc(N2CCN(C(c3ccncc3)c3nnnn3C3CCCC3)CC2)cc1 (centres undefined)
  0.9	1.1	-2	-10	-14	10	-8	-8	-14

# High-throughput results from PubChem BioAssay.
